High-throughput results deposited in PubChem BioAssay by National Center for Advancing Translational Sciences (NCATS).
4-MU autofl – compounds fluorescent in 4-MU spectral region | compound autofluorescence, 340/450 nm, 4-MU equivalents; active compounds read high | max dye-equivalent concentration, M | 59,000 compounds, 11% hits | AID 589; in the data active means max dye-equivalent concentration above about 10 nM; inconclusive means mostly about 1.1 nM to 9.6 nM
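Intrinsic fluorescence at 340/450 nm (ex/em) was read after 15 min at room temperature in pH 8.0, 100 mM Tris. Each compound concentration expressed as 4-MU-equivalent concentration from a six-point 4-MU standard series on each plate.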
Hsp90 Hop PPI – changes Hsp90-Hop TPR2A binding signal, up or down. AlphaScreen TPR2A-His6 binding biotin-Hsp90 C-terminal peptide. 71,000 compounds, 0.44% hits. AID 595. Potency, µM (highest dose often 57 µM), inactives show top-dose activity change, negative = inhibition; active means well fitted curve in either direction with a large enough effect; inconclusive means small, poorly fitted or top-dose-only effect, or another doubt; further: potency means the concentration at half of the fitted maximal effect; on the % scale 0 is the no-effect control and ±100 the full control effect; many of its hits are not listed in these tables
Fluorescein autfl – compound autofluorescence in fluorescein spectral region; 59,000 compounds, 0.91% hits; AID 593; Compound autofluorescence, 480/540 nm, fluorescein-equivalent; active compounds read high; max fluorescein-equivalent concentration, M; in the data active means max fluorescein-equivalent concentration above about 10 nM; inconclusive means between about 1.1 nM and that limit
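Values reflect compound autofluorescence, normalized to fluorescein on the same plate and reported at each tested concentration. Conditions: 100 mM Tris pH 8.0, room temperature, 15 min, excitation 480 nm, emission 540 nm.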
Ub-GFP proteasome – proteasome inhibitors stabilizing ubiquitin-GFP reporter | 67,000 tested, under 10 active | Ubiquitin-GFP reporter cells, proteasome inhibition, GFP fluorescence; response scale: untreated = 0%, 10 µM MG-132 = 100% | Potency, µM (titrated, usually from 45.9 µM), for inactives: top-dose activation (GFP accumulation), usual class: activators; active means well fitted activation curve with a large enough effect, not every such curve was filed as active; inconclusive means small, poorly fitted or top-dose-only effect, or another doubt; inactive means no such curve, though single readings can be large or run the other way; further: potency means the concentration at half of the fitted maximal effect
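Proteasome block read as GFP accumulation: ubiquitin(G76V)-GFP U2OS cells exposed to compound (2.9 nM–46 uM) for 4 hr at 37 C. Normalization used untreated cells as 0% and 10 uM MG-132 as 100%; concentration-response curves fitted.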
Epigenetic mod – epigenetic modulators derepressing GFP locus in mouse cells; AID 597; mouse C127i GFP locus derepression, cytometry, 30 h; 68,000 compounds, 0.09% hits; Potency, µM (highest dose often 46.1 µM), without a hit: at the highest dose GFP derepression (activation); further: % of control where 0% means no effect
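Locus derepression in mouse mammary C127i cells whose integrated CMV-GFP reporter is normally silent; GFP expression after 30 h compound treatment was quantified by counting fluorescent cells.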
HBB splice mod – alters splicing of the hemoglobin beta chain. 65,000 compounds, 0.06% hits. HBB splicing reporter cell assay, activation; EGFP reporter with mutant IVS2-654 intron; response scale: normalised to 500 nM splice-correcting PNA. Potency, µM (series often up to 46.1 µM), inactives show top-dose activation, hits mostly activators; further: potency means the concentration at half of the fitted maximal effect; 0% is about no effect
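Compounds were applied for 2 days to HeLa EGFP-654 cells, 500/well in Optimem with 2% FCS. The reporter's EGFP is disrupted by mis-splicing of beta-globin intron IVS2-654. Readout: summed well GFP fluorescence from 488 nm laser scanning; reference was 500 nM antisense […] 654 PNA.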
Pol III holo inh – inhibitors of bacterial DNA polymerase III holoenzyme | 71,000 compounds, 0.25% hits | reconstituted DNA polymerase III holoenzyme replication, biochemical | Potency, µM (top dose mostly 57.1 µM), inactives show top-dose activity change, negative = inhibition; further: potency means the concentration at half of the fitted maximal effect; on the % scale 0 is the no-effect control and ±100 the full control effect
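Reconstituted *E. coli* holoenzyme (0.35 nM Pol III, 1 nM beta, 154 nM SSB, 2 nM primase) was preincubated with compound for 15 min at RT. Synthesis on 1.4 nM ssM13Gori ran 35 min, then was stopped with PicoGreen/EDTA and read as dsDNA fluorescence.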
Texas Red fluor – compounds fluorescent in Texas Red spectral region | Compound fluorescence, Texas Red channel, 547/618 nm; active compounds read high | max dye-equivalent concentration, M | 59,000 compounds, 0.06% hits; in the data active means max dye-equivalent concentration above about 10 nM; inconclusive means between about 1.1 nM and that limit
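Spectral interference profiling: each compound concentration's relative fluorescence, read with a 547 nm excitation and 618 nm emission filter pair, was normalized to a per-plate Texas Red standard curve.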
Rhodamine fluor – compound fluoresces in the rhodamine spectral region | Rhodamine-region fluorescence, 547/598 nm, Tris buffer; active compounds read high | max dye-equivalent concentration, M | 59,000 compounds, 0.05% hits; in the data active means max dye-equivalent concentration above about 11 nM; inconclusive means between about 1.1 nM and that limit
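qHTS spectral profiling of compounds without any target or enzyme present, in pH 8.0 Tris buffer; plates were read after a 15-minute room-temperature incubation using the rhodamine-region filter set.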
HADH2 inhib – blocks human hydroxyacyl-CoA dehydrogenase type II | Q99714 | recombinant HADH2, NADH fluorescence, beta-hydroxybutyryl-CoA | Potency, µM (series often up to 57.1 µM), for the others: at the highest dose activity change, negative = inhibition, actives largely listed as inhibitors | 73,000 compounds, 3.4% hits; further: potency means the concentration at half of the fitted maximal effect; on the % scale 0 is the no-effect control and ±100 the full control effect; nearly all actives have a fitted effect of over 60% in size; many of its hits are not listed in these tables
Target sequence (Q99714 whole entry, looked up, one chain of several): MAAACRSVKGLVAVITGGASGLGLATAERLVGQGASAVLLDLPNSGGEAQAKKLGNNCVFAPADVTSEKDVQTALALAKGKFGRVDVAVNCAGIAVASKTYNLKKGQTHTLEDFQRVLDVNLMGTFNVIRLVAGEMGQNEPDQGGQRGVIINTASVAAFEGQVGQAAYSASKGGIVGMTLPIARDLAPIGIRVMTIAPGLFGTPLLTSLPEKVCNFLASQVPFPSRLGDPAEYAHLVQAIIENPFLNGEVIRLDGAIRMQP
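Activity measured as NADH fluorescence gain (360/450 nm), taken as the change between first and last reads of a 4-min kinetic run. Conditions: pH 9.0 Tris buffer, 20 nM E. coli-expressed His-tagged enzyme, 1 mM NAD+, 90 uM beta-hydroxybutyryl-CoA; 15-min compound preincubation.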
ALOX15 inhib – 15-hLO (ALOX15) enzyme inhibition; P16050; AID 887; 74,000 compounds, 1.4% hits; purified 15hLO-1, xylenol orange hydroperoxide absorbance; Potency, µM (titrated, usually from 57.1 µM), for the others: at the highest dose activity change, negative = inhibition, most hits filed as inhibitors; further: potency means the concentration at half of the fitted maximal effect; on the % scale 0 is the no-effect control and ±100 the full control effect; nearly all actives have a fitted effect of over 55% in size
Target sequence (P16050 whole entry, looked up): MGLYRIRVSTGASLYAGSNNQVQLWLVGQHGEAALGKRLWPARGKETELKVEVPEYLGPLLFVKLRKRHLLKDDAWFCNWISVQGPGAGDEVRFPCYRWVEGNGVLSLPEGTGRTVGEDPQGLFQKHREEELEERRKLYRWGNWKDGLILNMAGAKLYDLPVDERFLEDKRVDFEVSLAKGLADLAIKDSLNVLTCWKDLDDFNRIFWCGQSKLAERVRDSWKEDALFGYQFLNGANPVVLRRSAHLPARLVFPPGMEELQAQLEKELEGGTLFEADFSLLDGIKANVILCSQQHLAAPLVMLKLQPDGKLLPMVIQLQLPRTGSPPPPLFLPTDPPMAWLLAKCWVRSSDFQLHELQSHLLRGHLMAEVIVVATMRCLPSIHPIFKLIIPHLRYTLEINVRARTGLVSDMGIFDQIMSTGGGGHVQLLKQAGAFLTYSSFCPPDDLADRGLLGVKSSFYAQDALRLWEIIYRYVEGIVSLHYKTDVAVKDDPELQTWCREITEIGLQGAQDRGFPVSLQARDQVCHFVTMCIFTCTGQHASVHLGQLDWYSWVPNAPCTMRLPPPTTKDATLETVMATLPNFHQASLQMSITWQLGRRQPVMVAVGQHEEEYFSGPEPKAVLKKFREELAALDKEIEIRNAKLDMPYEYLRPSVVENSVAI
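40 nM 15hLO-1 + cpd, 15 min RT; start w/ 50 uM AA (final), 6 min RT; stop/detect w/ 200 uM XO + 300 uM Fe(II) in 50 mM H2SO4, 30 min; A573/A405. Buffer 25 mM Hepes pH 7.5, 0.01% Triton X-100. No-enzyme wells as negative control.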
An asterisk follows results filed as active; i = inactive; ? = inconclusive; · = not tested or not shown; [ ] = another dose, or the depositor's remark. Unless noted, the call rests on the fitted dose curve; in most records, active means well fitted curve in the direction sought with a large enough effect; inconclusive means small, poorly fitted or top-dose-only effect, or another doubt; inactive means no such curve, though single readings can be large; an effect the other way counts as inactive or inconclusive. Some of the compounds tested; the hit share may differ from the screen's.

SMILES	4-MU autofl	Hsp90 Hop PPI	Fluorescein autfl	Ub-GFP proteasome	Epigenetic mod	HBB splice mod	Pol III holo inh	Texas Red fluor	Rhodamine fluor	HADH2 inhib	ALOX15 inhib
CCCCn1c(S(=O)(=O)O)nc2ccccc21	i	-2.4%	?	-3.7%	2.9%	-0.5%	-3.9%	i	i	-18.0%	-1.5%
C[C@@H](N)/C(N)=N/O	i	-1.7%[11 µM]	i	3.6%[9.17 µM]	3.4%[9.22 µM]	0.8%[9.22 µM]	-12.7%[11.4 µM]	i	i	1.5%[11.4 µM]	17.9%[11.4 µM]
Cc1ccc(-c2csc3nnc(SCC(=O)N4CCN(Cc5ccccc5)CC4)n23)cc1	i	-22.0%	i	1.1%	2.4%	·	-3.3%	i	i	-26.6%	-3.5%
CCOC(=O)N1CCN(C(=O)c2ccccc2NC(=O)c2ccc(OC)cc2)CC1	i	-1.0%	i	1.7%	-5.9%	-1.0%	1.9%	i	i	3.0%	4.7%
CCC(=O)NC(Nc1cccc(C)n1)(C(F)(F)F)C(F)(F)F	i	-2.4%	i	·	-2.1%	1.7%[0.369 µM]	1.4%	?	i	0.9%	7.6%
Cc1cc(C)nc(SCc2cccc(C(=O)O)c2)n1	i	?	i	4.1%	0.0%	0.4%	2.2%	i	i	5.9%	-4.6%
CC(NC(=O)C1CCCCC1)c1ccc2c(c1)OCCO2 (stereo unspecified)	i	0.6%	?	-4.8%	-3.2%	-2.1%	16.0%	i	i	8.8%	-21.8%
O=C(Cc1cccs1)NCc1cccs1	i	-0.4%	i	-4.2%	0.0%	11.8%	-1.6%	i	i	-9.5%	0.2%
COCCN(CC(=O)NCc1ccccc1)C(=O)CCC(=O)Nc1ccccn1	1.95e-07M*	0.0%	i	-4.9%	3.5%	-2.7%	-0.3%	i	i	-2.5%	4.8%
Cc1cc2n(n1)C(c1sccc1C)Nc1ccccc1-2 (stereo unspecified)	?	?	i	2.9%	-1.1%	0.7%	-10.9%	i	i	25.1µM*	-1.3%
c1ccc(CSc2nnc(-c3ccco3)n2Cc2ccccc2)cc1	i	-5.2%	i	2.5%	-2.7%	-0.8%	4.1%	i	i	6.8%	-5.8%
CCOCCCNC(=O)Cc1c(C(=O)O)[nH]c2ccc(Cl)cc12	·	2.3%	·	13.3%	·	-0.5%	-7.5%	·	·	-4.4%	4.8%

Quoted from the listing:
Under ALOX15 inhib, `CCC(=O)NC(Nc1cccc(C)n1)(C(F)(F)F)C(F)(F)F` has 7.6%
Under Hsp90 Hop PPI, `Cc1ccc(-c2csc3nnc(SCC(=O)N4CCN(Cc5ccccc5)CC4)n23)cc1` has -22.0%
Under HADH2 inhib, `CCCCn1c(S(=O)(=O)O)nc2ccccc21` has -18.0%

Next compounds follow.
SMILES	4-MU autofl	Hsp90 Hop PPI	Fluorescein autfl	Ub-GFP proteasome	Epigenetic mod	HBB splice mod	Pol III holo inh	Texas Red fluor	Rhodamine fluor	HADH2 inhib	ALOX15 inhib
CCCc1nc(N)c(C#N)c(-c2ccco2)c1CC	5.74e-08M*	2.2%	i	5.0%	4.3%	-0.2%	-1.5%	i	i	-12.6%	0.3%
CCOC(=O)c1c(C)n(C)c2ccc(O)c(CN(C)C)c12	i	-8.9%	i	-0.9%	-2.3%	-0.8%	-7.9%	?	i	12.0%	-4.9%
CC(C)C(NC(=O)CN1C(=O)c2ccccc2S1(=O)=O)C(C)C	·	-0.1%	·	-5.7%	-1.5%	-0.1%	-3.6%	·	·	3.7%	2.5%
CCn1c(C)c(C(C)=O)c(N2CCN(C(=O)c3ccco3)CC2)nc1=S	i	?	i	-5.9%	-2.0%	-0.5%	-5.5%	i	i	19.1%	2.6%
Cc1nnc(SCc2cccs2)[nH]c1=O	?	-3.9%	i	1.1%	5.8%	2.3%	-1.3%	i	i	-1.6%	6.5%
CCCOC(=O)Nc1ccc(S(=O)(=O)Nn2cnnc2)cc1	·	-6.0%[11 µM]	·	-3.1%[9.17 µM]	1.2%	-0.2%[0.0738 µM]	-1.8%[11.4 µM]	·	·	-4.7%[11.4 µM]	0.0%[11.4 µM]
COc1cc2c(cc1OC)C(c1cccnc1)CC(=O)N2 (stereo unspecified)	·	-5.4%	·	7.5%	-1.5%	1.3%	1.6%	·	·	6.9%	0.4%
CC(Oc1ccccc1)C(=O)NC1CCN(Cc2ccccc2)CC1 (stereo unspecified)	i	1.3%	i	0.3%	-4.3%	-0.3%	-7.2%	i	i	3.8%	3.6%
CN(C)Cc1ccccc1-c1nccc(Nc2ccc(F)cc2)n1	i	-4.5%	i	-7.6%	0.0%[9.22 µM]	0.1%	-3.8%	i	i	5.2%	-0.1%
N#CCCN1CCN(CCC#N)CC1	i	-0.1%	i	-1.1%	0.9%	·	-2.1%	i	i	2.7%	5.3%
CCN(CC)c1nc(Nc2ccccc2)nc(Oc2ccc(=O)n(C)n2)n1	i	-2.3%	i	-1.5%	0.0%	2.8%	7.4%	i	i	9.8%	-2.4%
COc1ccccc1CN1CCN(C(CC(C)C)c2nnnn2Cc2cccs2)CC1 (stereo unspecified)	i	-1.6%	i	1.3%	2.7%	·	-2.5%	i	i	-13.2%	-18.4%
CCc1nnc2sc(-c3ccc(NC(=O)CSc4ccc(Cl)cc4)cc3)nn12	1.11e-08M*	-0.6%	?	6.1%	-2.7%	0.7%	-2.9%	i	i	-19.8%	-2.9%
CCOC(=O)N1CCC(C(=O)Nc2ccc(OCC)cc2)CC1	·	0.2%	·	-2.9%	3.4%	-0.2%	1.6%	·	·	3.4%	1.6%
O=C(Nc1ccc2c(c1)Cc1ccccc1-2)[C@@H]1[C@H](C(=O)O)[C@]2(Cl)C(Cl)=C(Cl)[C@@]1(Cl)C2(Cl)Cl	i	-4.6%[11 µM]	?	-2.9%[9.17 µM]	2.2%[9.22 µM]	5.7%[9.22 µM]	-9.0%[11.4 µM]	i	i	7.3%[11.4 µM]	?
CC1Cc2ccccc2N1C(=O)c1ccc2snnc2c1 (stereo unspecified)	·	-2.0%	·	-12.5%	-2.2%	0.1%[9.22 µM]	-8.3%	·	·	-3.4%	-2.4%
CN(C)c1ccc(C(c2nnnn2C2CCCCC2)N2CCN(C(=O)c3ccco3)CC2)cc1 (stereo unspecified)	i	-4.7%	i	8.2%	-0.2%	·	-4.5%	?	i	1.4%	0.1%
O=C(CCC1CCCCC1)Nc1ccccc1O	?	-0.6%	i	-2.2%	1.1%	7.3%	-3.5%	i	i	?	-13.9%
CCc1nc(SCc2cccnc2)[nH]c(=O)c1C	i	2.3%	i	-1.1%	0.0%	0.0%[57.5 µM]	-4.5%	i	i	-8.8%	4.5%
COc1ccccc1N1CCN(C(c2cccs2)C(C)NC(=O)c2cccs2)CC1 (stereo unspecified)	i	-0.9%	?	-10.8%	-1.2%	2.2%	2.3%	i	i	-2.5%	-3.9%
CCC(C)(C(=O)NC1CCCCC1)N(Cc1ccco1)C(=O)c1ccc2c(c1)OCO2 (stereo unspecified)	i	-1.3%	i	-6.1%	-1.6%	-1.2%	4.1%	i	i	2.7%	2.3%
Cc1noc(C)c1COC(=O)COc1cccc2c1OC(C)(C)C2	i	1.7%	i	-2.6%	0.0%	-1.4%	-1.5%	?	i	17.0%	2.2%
CCc1ccc(C(=O)NCC2COc3ccccc3O2)o1 (stereo unspecified)	·	-2.6%[11 µM]	·	16.8%[9.17 µM]	3.5%	0.2%[0.0738 µM]	0.5%[11.4 µM]	·	·	-3.5%[11.4 µM]	-7.0%[11.4 µM]
CCOc1ccc(C(C)(C)C)cc1S(=O)(=O)N1CCOCC1	i	3.0%	i	-4.9%	0.0%	0.3%	-3.7%	?	i	0.3%	-0.1%
Cc1ccc(C)c(Cn2nnc3c(=O)[nH]c(C(=O)NCC4CCCO4)nc32)c1 (stereo unspecified)	i	-2.1%	i	2.5%	1.9%	·	3.3%	i	i	4.8%	18.1%
O=C(Cn1cc2c(n1)CCCCC2)NC1CCN(Cc2ccccc2)CC1	·	-2.3%	·	-11.8%	3.4%	0.2%	-6.7%	·	·	0.3%	-1.5%
O=C(C1CC1)n1cc(C(=S)N2CCOCC2)c2ccccc21	i	-14.3%	i	-0.8%	-1.3%	·	1.7%	i	i	-15.3%	-29.7%
